MsrA act – activates bovine MsrA enzyme; purified bovine MsrA, absorbance read-out; activation, % at 10.6 µM; 360,000 tested, 0.3% active; AID 602163; in the data active = activation above about 7.5%;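 note: 0% = vehicle and 100% = reference activator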
Tb MetRS inh – Trypanosoma brucei MetRS inhibition; AID 624268; 360,000 tested, 0.4% active; purified T. brucei MetRS, ATP depletion, Kinase-Glo luminescence; inhibition, % at 11.9 µM;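 active = inhibition above a per-plate cutoff of the control wells' mean inhibition plus 3 SD, cut at about 5.5% in these data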;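 note: 0% = DMSO wells median and 100% = median of wells with control inhibitor compound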
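technique = Kinase-Glo luminescence, ATP depletion format | system = purified MetRS (methionyl-tRNA synthetase) enzyme from Trypanosoma brucei | timing = 15 min preincubation, 2 h reaction, all 25 °C | evaluation = percent inhibition versus plate control medians | dosing = single dose, 11.9 µM final nominal, 0.9% final DMSO | also added = substrates ATP, L-methionine and bulk Escherichia coli tRNA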
MsrA inh – inhibitors of bovine MsrA | inhibition, % at 15.5 µM | 360,000 tested, 0.75% active | purified bovine MsrA, absorbance read-out; in the data active = inhibition above about 4.5%;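 note: 0% = vehicle wells with enzyme and 100% = reference inhibitor wells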
NRP1-CendR mod – modulators of CendR peptide binding to human neuropilin-1; inhibition, % at 25 µM; 360,000 tested, 0.85% active; FAM-RPARPAR peptide binding to NRP-1, fluorescence polarization;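 active = inhibition or corrected inhibition above about 18%, plus a signal ratio from 0.5 to 1.5, limit read from the data, passing the limit was not always enough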; note: strong numbers were not always called active
FAS TE block – inhibitors of human fatty acid synthase thioesterase domain. recombinant FAS-TE, OMFH fluorogenic substrate, fluorescence endpoint. inhibition, % at 15 µM. 360,000 tested, 0.67% active. AID 602261;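 active = compounds whose normalised, plate-corrected inhibition of enzyme fluorescence in the single-dose primary screen is 50% or more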;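 note: 0% = DMSO with enzyme and 100% = substrate without enzyme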
MT1-MMP act inh – MT1-MMP (human) activation inhibition. P50281. HT1080 RFP-PRO-GFP cells, GFP/RFP ratio fluorescence, overnight; percent of plate control window, DMSO zero. GFP/RFP ratio change, % at 20 µM. 360,000 tested, 0.061% active. AID 651647;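 active = GFP/RFP ratio change of at least 30% with cell ATP level not reduced by more than half and red fluorescence within 50% of control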; note: strong numbers were not always called active
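Read-out: GFP/RFP fluorescence ratio; Test system: RFP-PRO-GFP reporter HT1080 cells; Compound dosing: single-point 20 µM compound, 1% DMSO; Times: overnight compound exposure at 37 °C.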
SKN-1 block – blocks SKN-1 activity in C. elegans; C. elegans VP596 Pgst-4::GFP/RFP ratio, acrylamide-induced, 24 h; inhibition, % at 21.8 µM; 360,000 tested, 0.49% active;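 active = interference check ratio from 0.5 to 1.5 plus GFP to RFP signal ratio inhibition reaching or exceeding a fixed threshold, cut at about 30% in these data, passing the limit was not always enough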; note: some compounds called inactive have numbers as strong as hits
eLon inh – inhibitors of E. coli Lon protease. purified E. coli Lon protease, fluorescence polarization. P0A9M0. inhibition, % at 7.94 µM. 360,000 tested, 0.42% active; in the data active = inhibition above about 13%, passing the limit was not always enough;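 note: 0% = enzyme with probe and DMSO and 100% = no enzyme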
Target sequence (P0A9M0 whole entry, looked up): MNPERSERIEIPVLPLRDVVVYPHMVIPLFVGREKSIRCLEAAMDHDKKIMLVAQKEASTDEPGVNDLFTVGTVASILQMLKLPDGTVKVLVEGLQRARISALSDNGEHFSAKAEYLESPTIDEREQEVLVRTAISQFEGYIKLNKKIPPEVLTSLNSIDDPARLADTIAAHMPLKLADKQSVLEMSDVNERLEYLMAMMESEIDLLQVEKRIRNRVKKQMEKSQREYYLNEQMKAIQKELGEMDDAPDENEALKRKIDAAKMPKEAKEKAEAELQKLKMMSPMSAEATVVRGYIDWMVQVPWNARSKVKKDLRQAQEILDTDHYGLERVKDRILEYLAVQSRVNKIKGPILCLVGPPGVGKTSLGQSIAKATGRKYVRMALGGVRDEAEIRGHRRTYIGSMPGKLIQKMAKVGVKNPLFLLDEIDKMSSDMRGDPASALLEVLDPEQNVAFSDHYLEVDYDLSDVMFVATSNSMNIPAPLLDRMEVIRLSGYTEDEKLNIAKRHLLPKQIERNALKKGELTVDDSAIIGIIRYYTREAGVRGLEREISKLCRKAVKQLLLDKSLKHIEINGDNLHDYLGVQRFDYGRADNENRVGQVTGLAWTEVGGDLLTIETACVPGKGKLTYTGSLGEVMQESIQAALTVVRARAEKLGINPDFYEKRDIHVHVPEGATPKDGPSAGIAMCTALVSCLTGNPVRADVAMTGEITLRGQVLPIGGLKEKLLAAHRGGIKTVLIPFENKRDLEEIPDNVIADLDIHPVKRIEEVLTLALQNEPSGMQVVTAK
PABP1 MLLE inh – inhibitors of microRNA-mediated deadenylation, human PABP1 MLLE binding; inhibition, % at 20 µM; AID 588489; P11940; 360,000 tested, 0.36% active; GST-MLLE / FITC-PAM2 fluorescence polarization; in the data active = inhibition above about 35%, passing the limit was not always enough;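 note: plate controls were DMSO wells with GST-MLLE for no effect and wells lacking GST-MLLE protein for full effect; some results filed as inactive read as strong as hits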
The depositor's hits bear a star; x = not tested or not shown.

| structure | MsrA act | Tb MetRS inh | MsrA inh | NRP1-CendR mod | FAS TE block | MT1-MMP act inh | SKN-1 block | eLon inh | PABP1 MLLE inh |
| --- | --- | --- | --- | --- | --- | --- | --- | --- | --- |
| O=C1CC(N2CCN(c3ccccc3F)CC2)C(=O)N1c1ccc(F)cc1 (centres undefined) | -6 | -0.7 | -1.0 | -4 | -5 | 0 | -9 | -8 | 9 |
| CC(CC(=O)Nc1cc(S(=O)(=O)N2CCOCC2)ccc1OCC(F)(F)F)c1ccccc1 (centres undefined) | 0 | -0.3 | -0.6 | -1 | 12 | -2 | 11 | -4 | 1 |
| CN(C)N1C(N)=C(C#N)C(c2ccc3c(c2)OCO3)C2=C1CCCC2=O (centres undefined) | -4 | -0.6 | 0.5 | 8 | -6 | -4 | -1 | -4 | 2 |
| O=C(Cc1ccccc1)NNC(=O)c1ccccc1C(=O)O | -2 | -0.5 | -0.2 | 4 | -6 | 4 | 0 | 4 | 2 |
| Cc1cccc(C)c1NC(=S)N=Nc1c(O)n(C)c2ccc(S(=O)(=O)N3CCOCC3)cc12 | -1 | 0.0 | 0.6 | -8 | 76* | 6 | 9 | -3 | 14 |
| O=C(O)CC1(CC(=O)NCc2ccc(C(F)(F)F)cc2)CCCCC1 | -3 | 0.0 | 1.3 | 3 | -10 | 1 | 1 | 1 | 4 |
| Cc1nn(C)c(Cl)c1CN1CCC(CO)(CC2CCCCO2)CC1 (centres undefined) | -10 | -0.8 | -1.2 | 3 | -4 | 5 | 0 | -3 | 10 |
| c1nc(N2CCC3(CC2)OCCO3)c2[nH]cnc2n1 | 0 | -0.2 | -0.7 | 2 | -5 | 1 | -7 | 1 | 0 |
| CC1(C)CC(=O)C(C=Nc2ccc(NC3=C(C#N)C(=O)CC(C)(C)C3)cc2)=C(O)C1 | -7 | -0.6 | 3.2 | 7 | 1 | 7 | -1 | 2 | -4 |
| CCCn1nc(C(=O)NCc2ccc3c(c2)OCO3)c2ccccc2c1=O | -1 | -0.6 | -0.5 | 8 | 4 | -5 | -12 | -3 | -11 |
| Cc1ccc(-c2nc3sc4c(c3c(=O)n2N)CCCC4)cc1 | -9 | -1.4 | 1.6 | -8 | 11 | -5 | 2 | -7 | 7 |
| O=C(Nc1cnccn1)Nc1ccccc1F | -3 | -0.3 | 0.3 | 8 | -7 | 1 | -3 | -7 | 5 |
| Cc1cc(C)c(S(=O)(=O)N2CCN(S(=O)(=O)N3CCOCC3)CC2)c(C)c1 | -3 | 0.2 | 2.3 | 0 | 5 | -3 | 9 | -3 | 6 |
| Cc1nc(SCc2cccc(F)c2)c2oc3ccccc3c2n1 | -2 | 0.4 | 1.1 | 9 | 27 | -3 | 11 | -3 | 4 |
| O=C(Cn1cnc(S(=O)(=O)N2CCCC2)c1)Nc1ccc(OC(F)(F)F)cc1 | -6 | -0.2 | -1.1 | 5 | -3 | -4 | -3 | 11 | 3 |

Some of the entries above, reformatted.
Cc1nn(C)c(Cl)c1CN1CCC(CO)(CC2CCCCO2)CC1 (centres undefined)
  MsrA act: -10; Tb MetRS inh: -0.8; MsrA inh: -1.2; NRP1-CendR mod: 3; FAS TE block: -4; MT1-MMP act inh: 5; SKN-1 block: 0; eLon inh: -3; PABP1 MLLE inh: 10

c1nc(N2CCC3(CC2)OCCO3)c2[nH]cnc2n1
  MsrA act: 0; Tb MetRS inh: -0.2; MsrA inh: -0.7; NRP1-CendR mod: 2; FAS TE block: -5; MT1-MMP act inh: 1; SKN-1 block: -7; eLon inh: 1; PABP1 MLLE inh: 0

CC1(C)CC(=O)C(C=Nc2ccc(NC3=C(C#N)C(=O)CC(C)(C)C3)cc2)=C(O)C1
  MsrA act: -7; Tb MetRS inh: -0.6; MsrA inh: 3.2; NRP1-CendR mod: 7; FAS TE block: 1; MT1-MMP act inh: 7; SKN-1 block: -1; eLon inh: 2; PABP1 MLLE inh: -4

Going on with the list.
| structure | MsrA act | Tb MetRS inh | MsrA inh | NRP1-CendR mod | FAS TE block | MT1-MMP act inh | SKN-1 block | eLon inh | PABP1 MLLE inh |
| --- | --- | --- | --- | --- | --- | --- | --- | --- | --- |
| Cc1cccc(CN2C(=O)c3ccccc3Sc3ccc(C(=O)NCCN4CCOCC4)cc32)c1 | -1 | -1.2 | -0.6 | -2 | 12 | 1 | -3 | -5 | -1 |
| N#Cc1c(/N=C/C=C/c2ccccc2)sc2c1CCCC2 | -2 | 0.6 | -0.8 | -6 | 15 | -3 | -4 | -1 | 34 |
| CC(C)CC(CC(C)C)=NNC(=O)c1ccc2c(c1)OCO2 | -3 | 0.3 | -0.1 | -2 | -4 | 4 | -5 | -3 | 9 |
| CN1C[C@@H]2C[C@@H](c3cccn3-c3nccs3)N3CCC[C@@]23C1=O | -1 | -1.1 | -0.8 | -7 | -2 | 3 | -5 | 12 | -2 |
| COc1ccc(-c2nnc(SC)nc2-c2ccc(OC)c([N+](=O)[O-])c2)cc1[N+](=O)[O-] | -3 | -0.1 | 1.1 | -22 | 69* | 13 | 13 | 1 | -57 |
| COc1ccc(/C=C(\C#N)C(=O)NC(C)c2ccccc2)cc1O (centres undefined) | -6 | 0.0 | 4.9* | -1 | 1 | -5 | -23 | -1 | 1 |
| Cc1c(NC2=C(Cl)C(=O)N(c3ccccc3)C2=O)c(=O)n(-c2ccccc2)n1C | -1 | -0.2 | -0.4 | 0 | 1 | 0 | 9 | 6 | 26 |
| Cc1ccc(CCN2CC(C(=O)NCCN3CCCCCC3)CC2=O)cc1 (centres undefined) | 2 | 0.0 | -0.2 | 7 | -10 | 1 | 0 | -13 | -13 |
| C=CCn1c(COc2ccc(F)cc2)nnc1SCC(=O)NC1CCS(=O)(=O)C1 (centres undefined) | -8 | -0.7 | -0.1 | 14 | -4 | -1 | -11 | 5 | -57 |
| Cc1ccc([N+](=O)[O-])cc1N=C(c1cccc(Br)c1)N1CCOCC1 | -10 | -1.2 | -0.1 | 0 | 22 | -3 | 8 | -5 | -15 |
| COc1ccccc1NC(=O)NCCN1CCN(c2cccc(Cl)c2)CC1 | 1 | -0.2 | 0.5 | 15 | 1 | -3 | 6 | 3 | 1 |
| COC(=O)c1[nH]c2cc(OC)ccc2c1NC(=O)CCN1CCN(c2cccc(C)c2C)CC1 | -7 | 1.0 | 0.3 | -1 | 14 | 8 | 9 | 1 | 3 |
| CCOc1ccc(C(=O)NCc2ccc3c(c2)OCO3)cc1OCC | -5 | -1.3 | 0.0 | 4 | 5 | -1 | 16 | 4 | 0 |
| CC1CN(Cc2nnc(-c3ccccc3)o2)CC(C)O1 (centres undefined) | -3 | 0.1 | -1.0 | -2 | -5 | -5 | -8 | 0 | 8 |
| CS(=O)(=O)Cc1cccc(C(=O)NC2CCSc3ccccc32)c1 (centres undefined) | -2 | -0.5 | 0.5 | 2 | 0 | 4 | 11 | -9 | -22 |
| CCN(CC)S(=O)(=O)c1cccc(C(=O)OCC(=O)Nc2ccc3c(c2)c2ccccc2n3CC)c1 | -9 | -1.1 | 0.3 | -23 | 23 | -10 | 10 | -4 | -30 |
| CCNC(=O)N1CCN(CCCC(c2ccc(F)cc2)c2ccc(F)cc2)CC1 | -10 | -2.1 | 0.6 | -8 | -2 | 6 | -8 | -12 | -6 |
| CC1=NC(C(F)(F)F)(C(F)(F)F)C(C#N)=C(C)N1 | -4 | -1.1 | 1.8 | -5 | -10 | 1 | -1 | 4 | 11 |
| Cc1c(NC(=O)c2ccc(F)cc2)c(=O)n(-c2ccccc2)n1C | -2 | -0.4 | -1.1 | -12 | -8 | -1 | 5 | -8 | -1 |
| CCCCc1c(C)nc2ccc(Br)cc2c1SC(N)N | -7 | -0.8 | -0.1 | 0 | -56 | -3 | -7 | -10 | 11 |
| CCN1C(=N)N(c2ccccc2)C(=O)C(CC)(CC)C1=O | 2 | -0.2 | -0.8 | 11 | -4 | 5 | 4 | -9 | -20 |
| Cc1ccc(O)c(-c2cc(-c3ccc(F)cc3)no2)c1 | -2 | 0.4 | -0.1 | 4 | 2 | 4 | 1 | -3 | 14 |
| COc1ccc(C2CC(=O)c3cnn(-c4nc(C)cc(C)n4)c3C2)cc1 (centres undefined) | -4 | -0.4 | 1.4 | -23 | -6 | 0 | 6 | 11 | -11 |
| COc1ccc(OC)c2sc(NC(=O)c3ccc(Cl)s3)nc12 | 0 | -0.5 | 0.5 | -14 | -2 | -1 | -2 | 1 | 6 |
| COCC(=O)N1CCC(Oc2ccc(C(=O)N(C)C3CCCCC3)cc2)CC1 | -4 | -0.7 | -1.1 | 0 | -4 | -2 | -10 | 4 | 4 |
| COC(=O)c1c(-c2cccc(C)c2)csc1N | -2 | -0.2 | 0.2 | 14 | 1 | 19 | 7 | -9 | 32 |
| N#Cc1c(C(F)(F)F)cc(-c2ccccc2)n(N)c1=O | -2 | 0.1 | 1.5 | -4 | -1 | -1 | 11 | 3 | 8 |
| CCCCN(C(=O)c1ccc(NC2CC2)c([N+](=O)[O-])c1)c1c(N)n(CC(C)C)c(=O)[nH]c1=O | -10 | -0.4 | -0.5 | -1 | -12 | 1 | 1 | -8 | -15 |
| Cc1ccc2c(c1)N(C(=O)CCC(=O)NC1CCC(C)CC1)CCO2 (centres undefined) | 2 | -0.1 | 1.2 | -8 | 2 | 7 | -10 | 5 | 0 |
| c1ccc(N2CCN(c3nnnn3-c3ccccc3)CC2)cc1 | -1 | -0.8 | 1.3 | 4 | -4 | 4 | 3 | -2 | 15 |

Some of the entries so far, with values under each structure:
The line under a structure holds: MsrA act	Tb MetRS inh	MsrA inh	NRP1-CendR mod	FAS TE block	MT1-MMP act inh	SKN-1 block	eLon inh	PABP1 MLLE inh
CCNC(=O)N1CCN(CCCC(c2ccc(F)cc2)c2ccc(F)cc2)CC1
 : -10	-2.1	0.6	-8	-2	6	-8	-12	-6
CC1=NC(C(F)(F)F)(C(F)(F)F)C(C#N)=C(C)N1
 : -4	-1.1	1.8	-5	-10	1	-1	4	11
Cc1c(NC(=O)c2ccc(F)cc2)c(=O)n(-c2ccccc2)n1C
 : -2	-0.4	-1.1	-12	-8	-1	5	-8	-1
CCCCc1c(C)nc2ccc(Br)cc2c1SC(N)N
 : -7	-0.8	-0.1	0	-56	-3	-7	-10	11

New compounds follow
| structure | MsrA act | Tb MetRS inh | MsrA inh | NRP1-CendR mod | FAS TE block | MT1-MMP act inh | SKN-1 block | eLon inh | PABP1 MLLE inh |
| --- | --- | --- | --- | --- | --- | --- | --- | --- | --- |
| OCCN1CCN(CC(O)COc2ccc(Cl)cc2)CC1 (centres undefined) | -2 | -0.9 | 0.9 | 1 | -6 | 0 | -32 | -7 | 5 |
| Clc1ccc(Nc2cc(-c3ccccc3)nc3ncnn23)cc1 | -2 | -0.3 | -0.6 | 0 | 7 | 0 | 12 | 3 | -10 |
| COc1ccc2c(c1)c(C(=O)N/N=C/c1cn(C)c3ccccc13)c(C)n2C | -4 | 0.9 | 2.2 | 2 | 4 | 2 | -2 | -4 | -1 |
| Cc1ccnc2nc(C(=O)NC3=NCCS3)nn12 | -2 | -1.4 | 0.8 | -1 | -5 | x | 24 | 2 | -35 |
| CCOc1ccc(S(=O)(=O)N(CC)CC(=O)NCc2ccncc2)cc1 | -6 | -0.8 | -0.3 | -8 | -2 | 2 | 3 | 2 | 5 |
| CCc1nc(SCC(=O)NCc2ccc(F)cc2)c2c(=O)n(C)c(=O)n(C)c2n1 | -1 | -0.2 | -0.6 | -6 | 1 | 2 | -1 | -16 | -7 |
| c1ccc(-n2nnnc2Cc2nnnn2-c2ccccc2)cc1 | -5 | -1.0 | -0.3 | 5 | -4 | 0 | 0 | -6 | 15 |
